# Screening data from PubChem.
# PLAP act – human PLAP activation; AID 696; purified PLAP enzyme, luminescent substrate read-out; hits give high values; 96,000 compounds, 1.2% hits; P05187; activation fold at 20 µM; in the data active means activation fold above about 2
# PostGolgi ctrl – growth of the yeast control strain, post-Golgi counter-screen. efflux-deficient yeast background strain, growth absorbance A615, 16 h. inhibition, % at 10 µM. 98,000 compounds, 5% hits. AID 738
# PostGolgi yeast – growth inhibition of a yeast mutant, post-Golgi transport screen | post-Golgi transport phenotypic cell assay | inhibition, % at 10 µM | 98,000 compounds, 0.9% hits;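 further: yeast cells grown in 1536-well plates; yeast grown about 18 h at 30C before absorbance read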
# S1P2 blocker – S1P2 (human) receptor antagonism. O95136. cell-based S1P2 antagonist assay, inhibition at 5 uM. inhibition, % at 5 µM. 97,000 compounds, 0.21% hits. AID 736; in the data active means inhibition above about 45%;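 further: CRE beta-lactamase reporter cells expressing human S1P2 stimulated with S1P; 0% = agonist at EC80 alone and 100% = agonist plus reference antagonist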
# Target sequence (O95136 whole entry, looked up): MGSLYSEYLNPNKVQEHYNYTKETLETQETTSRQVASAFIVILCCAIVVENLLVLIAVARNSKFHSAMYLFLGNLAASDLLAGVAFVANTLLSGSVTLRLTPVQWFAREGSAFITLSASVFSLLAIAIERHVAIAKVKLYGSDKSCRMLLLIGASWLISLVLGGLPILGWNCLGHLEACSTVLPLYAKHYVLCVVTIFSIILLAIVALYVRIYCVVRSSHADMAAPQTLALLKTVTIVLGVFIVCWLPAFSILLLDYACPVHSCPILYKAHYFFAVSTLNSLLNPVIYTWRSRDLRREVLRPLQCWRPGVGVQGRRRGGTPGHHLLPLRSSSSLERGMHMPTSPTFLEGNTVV
# sEH activator – activators of human soluble epoxide hydrolase | purified human sEH enzymatic activity, activator screen | P34913 | activation, % at 2 µM | 91,000 compounds, 0.04% hits; in the data active means activation above about 37%; further: values of inactives mirror those of a sister screen read the other way
# Target sequence (P34913 whole entry, looked up): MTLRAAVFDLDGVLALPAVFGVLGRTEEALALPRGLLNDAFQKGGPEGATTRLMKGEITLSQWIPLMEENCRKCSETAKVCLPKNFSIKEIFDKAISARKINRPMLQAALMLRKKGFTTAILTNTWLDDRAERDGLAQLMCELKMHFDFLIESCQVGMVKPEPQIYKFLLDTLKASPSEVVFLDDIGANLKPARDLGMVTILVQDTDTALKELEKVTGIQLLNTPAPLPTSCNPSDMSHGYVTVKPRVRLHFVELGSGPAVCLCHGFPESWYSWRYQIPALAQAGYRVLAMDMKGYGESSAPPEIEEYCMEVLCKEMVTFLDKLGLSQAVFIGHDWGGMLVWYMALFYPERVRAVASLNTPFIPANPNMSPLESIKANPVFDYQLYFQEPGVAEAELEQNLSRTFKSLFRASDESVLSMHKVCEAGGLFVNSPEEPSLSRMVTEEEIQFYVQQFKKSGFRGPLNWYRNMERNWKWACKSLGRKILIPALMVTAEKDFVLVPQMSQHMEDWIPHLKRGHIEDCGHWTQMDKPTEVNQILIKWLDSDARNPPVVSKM
# sEH inhibitor – inhibitors of human soluble epoxide hydrolase; P34913; recombinant human sEH enzymatic activity assay; inhibition, % at 2 µM; 91,000 compounds, 0.34% hits; in the data active means inhibition above about 80%; further: values of inactives mirror those of a sister screen read the other way; many of its hits are not listed in these tables
# CD11b adhes inh – blocks human CD11b/CD18 adhesion to fibrinogen; P05107+P11215; K562 CD11b/CD18 adhesion to fibrinogen, ATPlite luminescence; Mn2+ added to activate the integrin; inhibition, % at 10 µM; 93,000 compounds, 0.54% hits;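 active means primary inhibition of 50% or more at 10 µM, then 40% or more on retest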; further: some results filed as inactive read as strong as hits
# S1P2 ag – activates the human S1P2 receptor; activation, % at 4.5 µM; S1P2-expressing cell line, agonist reporter read-out; 97,000 compounds, 0.46% hits; O95136; AID 729; in the data active means activation above about 16%;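 further: 0% = vehicle low control and 100% = maximal reference agonist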
# Ecoli WT expand – E. coli BW25113 growth inhibition, expanded screen. OD600 absorbance. growth inhibition, % at 100 µM. 98,000 compounds, 0.15% hits. AID 710;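 active means growth inhibition above about 50% at one test dose, limit read from the data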;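 further: growth measured after 20 h incubation at 37 °C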
# * hit, by the source's call; · = no result given. Unless noted, no stated cut-off is given here; in the data, active means inhibition above about 30%; inactive means the rest. Hits appear at their usual frequency (roughly 7.1% active in at least one column).
mol	PLAP act	PostGolgi ctrl	PostGolgi yeast	S1P2 blocker	sEH activator	sEH inhibitor	CD11b adhes inh	S1P2 ag	Ecoli WT expand
O=C(COc1ccccc1)N(Cc1ccccc1)c1nc(-c2ccccc2)cs1	1	6	-5	17	3	-2	-4	-3	-14
Clc1ccc(Cn2ncc3c(N4CCOCC4)ncnc32)cc1	1	6	-1	-15	4	-1	-37	0	-19
Cc1cc(N)n2ncc(-c3ccc(F)cc3)c2n1	0.9	9	7	-8	6	-8	-3	-4	9
O=C(CN(C(=O)CCC(=O)Nc1nccs1)c1ccc(F)cc1)NCC1CCCO1 (stereo not drawn)	1.2	7	-1	13	-2	-1	-12	-7	10
C=CCNC(=O)CNS(=O)(=O)c1ccc(F)cc1	0.9	0	1	2	4	0	-3	-5	8
CCCCn1c(SCC(N)=O)nnc1-c1cc(OC)c(OC)c(OC)c1	0.9	8	-2	-1	-6	7	-12	-1	-1
N#CCCCCN1c2cccc3cccc(c23)S1(=O)=O	1	12	24	10	-19	19	-12	-9	3
CCc1c(C(=O)Nc2cc(C)ccc2OC)[nH]c(C)c1C(C)=O	0.8	55*	29	-15	-12	15	2	-8	-19
Cc1nc(=O)c(-c2ccccc2)c(C)n1CCO	0.9	8	-6	3	8	-10	·	-1	-2
CN1CCN(CC(=O)Nc2nc(-c3ccccc3)cs2)CC1	1.2	7	0	3	0	2	·	-3	-2
Cc1cccc(N(CC(=O)NCCC2=CCCCC2)S(C)(=O)=O)c1C	1.8	5	-2	15	-7	7	-8	-5	-8
O=C(Nc1cccc2nsnc12)c1ccc(-c2ccc(Br)cc2)o1	0.9	5	4	1	8	-6	1	-7	-4
N#CCSc1nnc(COc2cccc3ccccc23)n1-c1cccc(Cl)c1	1	54*	-10	-7	-1	0	-7	-6	-10
O=C(NCC(c1cccs1)N1CCOCC1)c1ccc(Br)o1 (stereo not drawn)	0.8	5	16	-17	-12	10	-1	-2	1
CCOC(=O)c1cc(CC)sc1NC(=O)Cc1ccsc1	0.9	10	7	-11	-11	12	-4	1	5
COc1ccc(-n2nc3c(c2NC(=O)c2ccc(Br)cc2)CS(=O)C3)cc1 (stereo not drawn)	1.8	9	2	-4	10	-8	10	-7	0
COc1ccccc1C1C=C(c2ccc(Cl)cc2)Nc2nc(NS(C)(=O)=O)nn21 (stereo not drawn)	1.4	-2	5	30	0	-1	-26	-12	2
COC(=O)C1Sc2[nH]c(=O)sc2C2c3ccccc3OC(=O)C12 (stereo not drawn)	1	-3	6	-8	-6	6	·	-8	-6
S=c1[nH]nc(-c2ccccc2)o1	1	4	-10	-1	0	3	6	-6	3
Cc1noc(C)c1S(=O)(=O)N1CCC(C(=O)NCCN2CCC(C)CC2)CC1	1.1	26	3	-8	-6	9	-6	0	1
CCC(Sc1nncn1C)C(=O)Nc1nnc(-c2ccccc2Cl)s1 (stereo not drawn)	1	2	-9	3	11	-12	-49	-3	-2
CC1(c2ccc3c(c2)OCO3)NC(=O)N(CC(=O)NCCC2=CCCCC2)C1=O (stereo not drawn)	1.3	-4	-1	7	·	·	18	-2	-1
CCOC(=O)NC(CC(=O)O)c1ccc(OC)c(OC)c1 (stereo not drawn)	1.1	-7	0	-4	-3	3	18	-7	-7
CCOC(=O)c1ccc(N2C(=O)c3n[nH]c(C)c3C2c2ccccn2)cc1 (stereo not drawn)	2.5*	13	-4	9	10	-8	-4	-3	8
O=C(Cn1ccc([N+](=O)[O-])n1)NCc1cccs1	1	19	-2	-4	-7	9	-14	-3	9
O=C(O)c1ccccc1SCC(=O)N1CCCCC1	1	1	-2	15	2	-2	-15	-2	-7
COc1ccc(F)c(C2C(C#N)=C(N)Oc3n[nH]c(C(C)(C)C)c32)c1 (stereo not drawn)	1	10	18	-5	-10	9	-2	-1	-6
COc1ccc(C=NC(CO)C(O)c2ccc([N+](=O)[O-])cc2)cc1 (stereo not drawn)	1.2	19	-5	16	21	-21	10	-5	13
O=S1(=O)CCN(Cc2ccc(Cl)cc2)CC1	1.3	-9	3	-15	11	-11	5	-4	4
Cc1noc(NS(=O)(=O)c2ccc(NC(=O)Nc3ccc(Cl)c(Cl)c3)cc2)c1C	1.4	4	0	-3	-24	24	11	-3	13
COc1ccc(-c2oc(NC(C)=O)c(C#N)c2-c2ccc(OC)cc2)cc1	1.5	7	-6	-15	5	-6	-27	-1	-4
CC(=O)c1c(C)[nH]c(C(=O)N2CCN(c3ncccn3)CC2)c1C	1.1	1	-9	14	5	-4	-7	-4	6
COc1ccc(NC(=O)C2CCCN(c3c4c(nc5ncnn35)CCC4)C2)cc1 (stereo not drawn)	1.8	2	8	·	·	·	58	·	3
Cc1ccc(C2C(C#N)=C(N)SC(N)=C2C#N)c(C)c1	1	5	-3	·	·	·	-2	·	15
O=C1CCC(C(=O)Nc2ccccc2)N1 (stereo not drawn)	·	·	·	-31	18	-18	·	1	·
CC(CN1CCCCC1)OC(=O)c1cc2ccccc2o1 (stereo not drawn)	1.1	5	-8	12	·	·	-5	-5	-13
CCn1c(SCc2nc(-c3ccccc3)no2)nnc1-c1cccs1	0.8	14	5	0	4	-4	-31	-7	13
CCN1CCCC1CNC(=O)Cn1ncc2c(=O)oc3ccc(C)cc3c21 (stereo not drawn)	1.1	2	-3	14	0	-1	4	-1	6
Cc1ccc(CN2CCNC(=O)C2CC(=O)O)o1 (stereo not drawn)	1.1	-8	14	15	0	-2	-53	-4	6
CCOc1cc(C2C(C#N)=C(N)SC(N)=C2C#N)ccc1OCCN1CCOCC1	1.3	6	1	9	-2	1	·	-2	2

# By substructure: those above with a nitro group on carbon (2)
mol	PLAP act	PostGolgi ctrl	PostGolgi yeast	S1P2 blocker	sEH activator	sEH inhibitor	CD11b adhes inh	S1P2 ag	Ecoli WT expand
O=C(Cn1ccc([N+](=O)[O-])n1)NCc1cccs1	1	19	-2	-4	-7	9	-14	-3	9
COc1ccc(C=NC(CO)C(O)c2ccc([N+](=O)[O-])cc2)cc1 (stereo not drawn)	1.2	19	-5	16	21	-21	10	-5	13

# Later entries.
mol	PLAP act	PostGolgi ctrl	PostGolgi yeast	S1P2 blocker	sEH activator	sEH inhibitor	CD11b adhes inh	S1P2 ag	Ecoli WT expand
COC(=O)c1ccc(OCC2c3cc(OC)c(OC)cc3CCN2C(=O)C2CC2)cc1 (stereo not drawn)	1.5	8	-1	-16	9	-8	5	12	-1
CCOC(=O)c1c(-n2c(C)cc(C=O)c2C)sc2c1CCCC2	1.3	21	8	-11	4	-2	·	-6	-1
Cc1cc(Br)c2c(c1)=C(c1sc(N3CCCCCC3)nc1O)C(=O)N=2	0.7	-1	4	-24	18	-20	0	2	-14
COC(=O)C1=C(C(=O)OC)SC(=C2C(=S)C(C)(C)N(C(=O)C(C)C)c3ccccc32)S1	1.3	8	-2	-2	6	-8	13	-4	-18
Cc1cc(Nc2ccccc2)nn1C(=O)c1ccc(Br)cc1	0.7	12	5	-7	1	-6	-6	-2	-11
COc1ccc(OC)c(NC(=O)C23CC4CC(C2)CC(n2cnc(Br)n2)(C4)C3)c1	1.6	1	0	2	0	3	4	0	2
CCNC(=S)N1CCC(c2nc3ccccc3s2)CC1	0.9	44*	7	-3	7	-4	·	-7	-1
COc1ccc(N(C)C(=O)CCS(=O)(=O)c2cccc3nonc23)c(OC)c1	0.9	34*	-1	-7	4	-6	7	1	-12
Cc1ccc(SCC(=O)N2CCc3ccccc32)cc1	·	·	·	-13	12	-6	·	-2	·
CC1CN(C(=O)c2ccccc2)OC(c2ccc3c(c2)OCO3)O1 (stereo not drawn)	1.2	-1	-3	1	2	-2	·	-5	4
COc1ccc(C/C(=N\O)c2ccc(OC)cc2)cc1	1	1	9	3	-9	12	27	-6	10
Cc1cc(C)cc(NC(=O)CCn2ccnc2C)c1	0.9	14	-4	·	·	·	2	·	7
COC(=O)c1sc2ccccc2c1NC(=O)c1cccs1	1.1	9	1	-25	-3	7	20	-7	-13
O=C(CSc1nnnn1-c1ccc(Cl)cc1)NC(=O)Nc1ccc2c(c1)OCCO2	·	15	4	4	-11	10	·	-3	-4
CCC1CCCCN1C(=O)Cn1c(=O)oc2ccccc21 (stereo not drawn)	0.9	3	-24	1	·	·	-15	-4	-1
CCCCn1c(N)c(Sc2ccc(Cl)cc2)c(=O)[nH]c1=O	0.9	9	-4	5	-6	6	14	-7	12
Cc1cc(C)n(-c2nc3ccccc3c(=O)n2OCC(=O)N(C)C)n1	1.1	22	-27	8	5	-6	2	-5	-6
CC1CC(=O)N(CC(=O)N2CCCC2)c2ccccc2S1 (stereo not drawn)	1.1	2	5	·	·	·	-6	·	1
Nc1cc(Cl)ccc1C(=O)OCC(=O)NC1CCS(=O)(=O)C1 (stereo not drawn)	0.9	36*	3	16	-7	10	·	-4	0
COC(=O)c1ccc(CSc2nc3ccccc3s2)o1	1.2	12	15	-17	-3	3	-29	-1	5

# Complete entries, quoted from the list.
# Record of COC(=O)C1=C(C(=O)OC)SC(=C2C(=S)C(C)(C)N(C(=O)C(C)C)c3ccccc32)S1 : PLAP act: 1.3; PostGolgi ctrl: 8; PostGolgi yeast: -2; S1P2 blocker: -2; sEH activator: 6; sEH inhibitor: -8; CD11b adhes inh: 13; S1P2 ag: -4; Ecoli WT expand: -18
# Record of Cc1cc(Br)c2c(c1)=C(c1sc(N3CCCCCC3)nc1O)C(=O)N=2 : PLAP act: 0.7; PostGolgi ctrl: -1; PostGolgi yeast: 4; S1P2 blocker: -24; sEH activator: 18; sEH inhibitor: -20; CD11b adhes inh: 0; S1P2 ag: 2; Ecoli WT expand: -14
# Record of CC1CN(C(=O)c2ccccc2)OC(c2ccc3c(c2)OCO3)O1 (stereo not drawn) : PLAP act: 1.2; PostGolgi ctrl: -1; PostGolgi yeast: -3; S1P2 blocker: 1; sEH activator: 2; sEH inhibitor: -2; CD11b adhes inh: ·; S1P2 ag: -5; Ecoli WT expand: 4

# Next part.
mol	PLAP act	PostGolgi ctrl	PostGolgi yeast	S1P2 blocker	sEH activator	sEH inhibitor	CD11b adhes inh	S1P2 ag	Ecoli WT expand
COc1cccc(/C=N\n2c(C)nnc2C)c1OC	0.9	5	-1	9	·	·	22	-1	-6
CC1(C)C(=O)NCCN1C(=O)CSc1nccc(-c2ccc(Br)cc2)n1	·	10	5	-5	-1	0	·	-2	1
O=C(CNC(=O)c1ccccn1)N/N=C/c1ccccc1	1	-7	-7	13	3	-1	·	-4	-3
Cc1cc(C)n(-c2nc3c(c(=O)[nH]c(=O)n3C)n2CCc2ccccc2)n1	1.1	56*	-3	12	-9	8	-6	-5	4
CCOC(=O)C1=C(C)Nc2ccccc2N=C1NC(=O)c1cccc(S(=O)(=O)NCc2ccccc2)c1	1	10	-5	-18	16	-13	0	-5	-12
Cc1c(C(=O)NCC2COc3ccccc3O2)oc2ccc(S(=O)(=O)N3CCOCC3)cc12 (stereo not drawn)	1.5	2	-11	33	2	-2	1	-9	-14
COc1ccccc1C1CC(=O)NC(C)=C1C(=O)OCC1CCCO1 (stereo not drawn)	1.1	2	-10	-15	0	0	·	-3	0
COC(=O)c1sc(S(=O)(=O)N2CCCCC2)c(C(=O)OC)c1C	1.1	2	-10	14	·	·	-3	-6	2
CCCCCCCCC[n+]1cccc2c3ccccc3ccc21	1.1	98*	11	48*	13	-12	106*	-3	70*
Nc1ccc(Oc2ccc3nc(-c4ccccc4)c(-c4ccc([N+](=O)[O-])cc4)nc3c2)cc1	1	19	37*	2	4	-3	·	-4	-15
C=CCn1c(-c2ccccc2)nc2nc3ccccc3nc21	0.8	8	19	-13	17	-19	-2	1	1
CCOc1ccc(N2Cc3ncccc3C2=O)cc1	1.2	5	-43	10	10	-10	·	-2	0
O=C(Nc1nccs1)c1sc2ccccc2c1Cl	1	9	-1	8	-4	2	6	-6	-10
COc1ccc(-c2nc(CCNC(=O)c3ccc(Br)o3)cs2)cc1	1.3	36*	10	1	-9	6	49	-4	-3
O=C(NNC(=O)c1ccc2ccccc2c1O)c1ccccc1Cl	1.5	21	5	4	11	-8	-4	-6	-12
CCOC(=O)c1ccc(N2CN=C3SCC(=O)N3C2)cc1	1.3	-1	17	-2	-3	4	-2	-8	12
O=C(c1ccco1)N1CCN(c2ncnc3c2oc2ccccc23)CC1	1	2	2	-9	10	-11	-38	-7	2
CCn1c(SCC(=O)N2CCN(c3ccccc3)CC2)nnc1-c1c[nH]c2ccccc12	1.5	0	1	9	·	·	3	-5	-3
O=C(CN1C(=O)c2ccccc2S1(=O)=O)NCCSCc1ccco1	1	-1	-21	22	·	·	-1	-3	3
